Pf Dd2 inh: inhibitors of Plasmodium falciparum Dd2 growth; P. falciparum Dd2 growth, SYBR Green, 72 h; Potency, µM (top dose mostly 28.9 µM), for inactives: at the highest dose activity, negative = inhibition, hits mostly inhibitors; actives 4.3% (n = 120,000); AID 1347417; active means well fitted inhibition curve with a large enough effect; inconclusive means small, poorly fitted or top-dose-only effect; inactive means no such curve, though single readings can be large or run the other way;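 further: plate controls were DMSO vehicle for no effect and reference drug for full effect; nearly all actives have a fitted effect of over 65% in size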
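Infected erythrocytes (Dd2, 0.3% parasitemia, 2.5% hematocrit final) are added to compound in RPMI-1640/Albumax II medium, grown 72 h at 37C in low oxygen, then lysed with saponin/Triton-X containing SYBR Green and read by fluorescence.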
Active calls of the source: *; i = inactive; ? = inconclusive; & = joins results of further samples; [ ] = dose if it differs, or a comment. Potency means the concentration at half of the fitted maximal effect. An excerpt. The share of hits here may be higher or lower than overall.

SMILES	Pf Dd2 inh
CC(C)(C)CC(=O)N[C@H]1CO[C@H]2[C@@H]1OC[C@H]2OCC(N)=O	-2%[44.1 µM]
CCc1nc(CC)n2ccn(Cc3ccc(OC)cc3)c(=O)c12	?
O=C(NC1CCCCC1)N1CCCCCC1c1nc(-c2ccncc2)no1 (configuration not stated)	-47%
CCOc1ccc(NC(=O)Cn2ccn3nc(-c4ccc(F)cc4)c(CO)c3c2=O)cc1	-2%
Cc1c(C(=O)N(Cc2ccc(N(C)C)cc2)Cc2ccco2)oc2cc(Br)ccc12	i
CCC(=O)NC1CC(=O)N(c2ccc3c(c2)OCCO3)C1 (configuration not stated)	9%
COc1ccc(CN2C(=O)CO[C@H](c3ccc(NC(=O)c4ccccc4C)cc3)[C@H]2CO)cc1	-11%
O=C(Cc1ccccc1)Nc1sc2c(c1C(=O)Nc1cccc(Cl)c1)CCCCC2	i
Cc1cc(C(=O)N[C@H](C)c2c(-c3ccc(Cl)cc3)noc2C(=O)O)c(C)o1	?
COc1ccc(OCc2nnc(C(=O)N3CCC[C@@H]3c3nc4ccccc4[nH]3)n2-c2ccccc2)cc1	i
Cc1cc(S(=O)(=O)N2CCC(c3noc(COc4ccc(F)cc4)n3)CC2)ccc1F	-19%
Cc1ccc(S(=O)(=O)N[C@H](C)c2onc(C)c2C(=O)O)cc1	6%[44.1 µM]

Further compounds follow.
SMILES	Pf Dd2 inh
O=C(Cn1c(=O)c2cc(Cl)ccc2n2nncc12)Nc1ccccc1	33%[activator]
CCCc1nnsc1C(=O)N[C@@H]1COCC[C@@H]1OCC1CC1	-23%
O=C(CSc1nnc(-c2ccccc2)c(-c2ccccc2)n1)NC1CCCCC1	2%
Cc1ccsc1CN1CCc2nc(N3CCN(C)CC3)[nH]c(=O)c2CC1	i[5.79 µM]
O=C(Nc1cc(F)ccc1Cl)c1cc2n(n1)CC(c1ccc(Br)cc1)OC2 (configuration not stated)	i
O=C(CC1CCCC1)N1CCC2(CC1)CC(N(C(=O)c1ccccc1)C1CC1)CCO2 (configuration not stated)	-9%
COc1ccc(S(=O)(=O)N2C[C@@H]3C[C@H](C2)c2c(-c4ccccc4F)ccc(=O)n2C3)cc1	-1%
Cc1ccc(NS(=O)(=O)c2ccc(NC(=O)N3CCCC3)cc2)cc1C	i
Cc1cc(C)cc(C(=O)N2CCN(C3CCN(CCC(C)C)C3=O)CC2)c1 (configuration not stated)	i
O=C(NC1C[C@H]2CC[C@@H](C1)N2C(=O)c1ccoc1)c1ccncc1 (some centres not stated)	5%
COc1ccc(CO[C@H]2COCCN(c3nc4ccccc4o3)C2)cc1	-6%[44.1 µM]
O=C(C1CCc2nnc(-c3ccc(Cl)cc3Cl)n21)N1CCOCC1 (configuration not stated)	49%&25%[activator]

The results go on:
SMILES	Pf Dd2 inh
CCOc1ccc(-c2ccnc(NCC3CCNCC3)n2)cc1C(=O)O	-3%
CC(=O)c1ccc(NC(=O)NCCc2c[nH]c3ccccc23)cc1	-5%
CCOc1ccccc1NC(=O)CSc1nnc2[nH]c(=O)cc(-c3ccccc3)n12	i
CCOc1ccc(-n2c(SCc3nc(-c4ccccc4C)no3)nnc2-c2ccccc2)cc1	23%[5.79 µM]
COc1ccccc1-c1ccc(CN2CCN(c3ccc(Cl)nn3)C(=O)C2)cc1	-12%
COCCCNC(=O)CN1C(=O)COc2ccc(S(=O)(=O)N3CCCCCC3)cc21	43%[activator]
Cn1c(=O)c2c(nc(NCCCCO)n2Cc2ccccc2Cl)n(C)c1=O	39%
Cc1ccc(S(=O)(=O)c2c(O)cc(C)c(NS(=O)(=O)c3ccc(Cl)cc3)c2C)cc1	-23%
CS(=O)(=O)NC[C@H]1Cn2ccnc2CO1	-11%[44.1 µM]
O=C(c1ccc2c(c1)OCO2)N1CCC2(CC1)N=C(c1ccc(Cl)cc1)NO2	7.9µM*
CCOc1ccc(CNC(=O)Cn2cc3c(n2)-c2c(oc(C(=O)N4CCOCC4)c2C)CC3)cc1	-17%
Cc1ccc(-c2nc(C(=O)N3CCN(Cc4ccc5c(c4)OCO5)CC3)no2)cc1	11µM*

(cont.)
SMILES	Pf Dd2 inh
Cc1ccc(CNC(=O)C(=O)NCC(c2cccnc2)N2CCN(c3ccc(F)cc3)CC2)cc1 (configuration not stated)	?
CN1c2cc(C(=O)NCc3cccc(Cl)c3)ccc2C(=O)N2CCCCC21 (configuration not stated)	-2%
O=C(c1cccc(O)c1)N1CCNc2cnc(Nc3cccc(F)c3)nc2C1	?
COc1cc(=O)n2c(c1C(=O)Nc1cccc(Cl)c1F)CCCC2	79%[activator]
O=C(C1CC1)N1CCC(Oc2cnc3c(ccn3-c3cncnc3)c2)CC1	i
CC(=O)c1cccc(NC(=O)CCCN2C(=O)COc3ccc(C)cc32)c1	i
O=C(Nc1cccc(Cl)c1)C1CCc2sc(C(=O)N3CCCC3)cc2C1 (configuration not stated)	i
O=C(c1ccccc1F)N1CCN(c2cc(-c3ccccc3)[nH]n2)CC1	-19%
CN(Cc1csc(-c2ccccc2)n1)C(=O)c1ccc(-n2cnnn2)cc1	-20%
CC(=O)c1ccc(NC(=O)c2cnc(N3CCCC3)nc2C)cc1	20%
O=S(=O)(NC1CCCN(Cc2ccccc2F)C1)c1ccccc1 (configuration not stated)	?
CC(=O)Nc1ccc(CN2CC(N(C)c3ccccc3C)C2)cc1	?

Part of the list above, set out differently.
CC(C)(C)CC(=O)N[C@H]1CO[C@H]2[C@@H]1OC[C@H]2OCC(N)=O
  Pf Dd2 inh: -2%[44.1 µM]
CCc1nc(CC)n2ccn(Cc3ccc(OC)cc3)c(=O)c12
  Pf Dd2 inh: ?
O=C(NC1CCCCC1)N1CCCCCC1c1nc(-c2ccncc2)no1 (configuration not stated)
  Pf Dd2 inh: -47%
CCOc1ccc(NC(=O)Cn2ccn3nc(-c4ccc(F)cc4)c(CO)c3c2=O)cc1
  Pf Dd2 inh: -2%

Remaining list, next part.
SMILES	Pf Dd2 inh
O=C1NC2(CCN(Cc3ccc(F)cc3)C2)OCc2ccccc21 (configuration not stated)	?
COc1ccc(CCNC(=O)CCCn2c(=O)c3ccccc3n(Cc3ccc(F)cc3Cl)c2=O)cc1OC	?
CN(C)C[C@@H]1CN(S(C)(=O)=O)C[C@H]1NC(=O)c1cnco1	30%
COCCOC1CCOC2(CCN(S(=O)(=O)c3cccc(OC)c3)CC2)C1 (configuration not stated)	-15%
CCCc1cc(=O)n2[nH]c(NCc3ccc(CC)cc3)nc2n1	i
O=C(NCCc1ccc(F)cc1)C1CN(c2ccc(F)cc2)C(=O)N1 (configuration not stated)	?
CC(C)c1noc(CCn2ccnc2-c2cnc[nH]2)n1	-2%
CCn1c(CO)nnc1C1CC(NC(=O)Cc2csc(C(C)=O)c2)C1 (configuration not stated)	-6%
COc1cccc2cc(-c3nc(Cl)c4c5c(sc4n3)CC(C)CC5)c(=O)oc12 (configuration not stated)	i
COc1cccc(NC(=O)[C@@H]2C[C@@H](c3ccc(F)cc3)N(Cc3ccccc3)C2)c1	?
O=C(NCc1ccc2c(c1)OCO2)c1ccc(-c2ccc(N3CCSCC3)nc2)cc1	-19%
COCC1CN(C2CCC2)CC12CCN(C(=O)CC1CCCC1)CC2 (configuration not stated)	?

Other records:
SMILES	Pf Dd2 inh
COc1ccc([C@@H]2CN(C(=O)c3sccc3C)[C@@H]3C4CCN(CC4)[C@@H]32)cc1	10µM*
O=C(CC1CCCN(c2cn[nH]c(=O)c2)C1)N1CC=C(c2ccccc2)CC1 (configuration not stated)	?
CCOC(=O)C1=CN(CC(=O)Nc2ccc(C(F)(F)F)cc2)S(=O)(=O)N=C1C	45%[activator]
CC(=O)c1cc(-c2ccccc2)n(CC(=O)Nc2ccc(C)cc2C)c1C	17%
Cc1ccc(NS(=O)(=O)c2cc(-c3cc(C)no3)ccc2C)c(Cl)c1	i
O=C1Nc2ccccc2C12CCN(Cc1cccc3ccccc13)C2 (configuration not stated)	?
O=C1NC2(CCN(C(=O)c3ccccc3)CC2)Oc2ccccc21	-24%[44.1 µM]
COc1cc(-c2onc(C)c2C(=O)N(C)Cc2ccccc2)cc(OC)c1OC	i
Cc1c(C(=O)NCc2ccc(OC(C)C)cc2)sc2ncnc(N(C)C3CCCCC3)c12	57%[activator]
O=C(Cn1nc2n(c1=O)CCCCC2)Nc1cccc(F)c1	9%
O=C(Nc1ccc(Br)cc1)C1CCN(S(=O)(=O)c2cccc3nsnc23)CC1	-13%
CCOc1ccc(CCNC(=O)c2cc3c(=O)n(C)c4ccccc4c3s2)cc1OCC	i

(continued)
| Compound | Pf Dd2 inh |
| --- | --- |
| CCOc1ccc(NC(=O)c2c(Nc3ccccc3C)sc(C(=O)c3ccccc3)c2N)cc1 | -17% |
| COCC1CCCN(Cc2nc(C(c3ccccc3)c3ccccc3)no2)C1 (configuration not stated) | 11µM* |
| CN(C)C[C@@H]1CN(S(C)(=O)=O)C[C@H]1NC(=O)c1ccc(Cn2ccnc2)o1 | 19% |
| COC[C@@H]1CN(C(=O)C2(c3ccc(OC)cc3)CC2)C[C@H]1C(N)=O | -17% |
| Cc1ncc2n1C(=O)N(C1CCN(Cc3cccc4ccccc34)CC1)C2 | ? |
| CCCn1c2ccccc2c2cnn(CC(=O)N3CCCC(C(=O)OCC)C3)c(=O)c21 (configuration not stated) | -29% |
| COC(=O)[C@H]1CN(C(=O)N2CCOCC2)CCN1C(=O)c1cccnc1 | -11%[44.1 µM] |
| O=C(NC[C@H]1OC[C@@H](N(Cc2ccccn2)Cc2ccccn2)[C@@H]1O)C1CC1 | ? |
| O=C(NC1CCCN(c2nc3ncccc3o2)C1)c1ccccc1Cl (configuration not stated) | i |
| O=C(Cn1c(=O)n(-c2ccccc2)c(=O)c2c3c(sc21)CCCC3)Nc1cccc(F)c1 | 36%[activator] |
| COCCN(C)C[C@@H]1CN(C(=O)CC(F)(F)F)C[C@@H]1CO | -5% |
| COC(=O)c1ccc(NC(=O)CCn2ccn3nc4c(c3c2=O)CCCC4)cc1 | ? |

(listing goes on)
| Compound | Pf Dd2 inh |
| --- | --- |
| Cc1ccc(C(=O)NCC(c2ccco2)S(=O)(=O)c2cccs2)cc1C (configuration not stated) | i |
| Cc1cc(Cl)ccc1OCC(=O)Nc1c(Cl)ccc2nsnc12 | 3% |
| COc1cccc([C@@H]2CN(C(=O)c3cnn(C)c3)C[C@H]2C(=O)O)c1 | -5% |
| CCc1ccc(NS(=O)(=O)c2ccc3[nH]cc(C(=O)N(C)Cc4ccco4)c(=O)c3c2)cc1 | -6% |
| CCc1cccc(C)c1NC(=O)Cn1nnc(-c2nc(-c3ccccc3F)no2)c1N | 8% |
| COCc1ccc2c(c1)c(OC(C)(C)C(=O)NCCCn1ccnc1)nn2Cc1ccccc1 | -13% |
| COc1cccc(C(=O)N2CCOC[C@H](Oc3ccc(C(F)(F)F)cn3)C2)c1 | -5%[44.1 µM] |
| O=C(NCC1CC1)c1cc2cn(C3CC3)cc2s1 | i |
| c1cncc(CN2CCc3c(sc4ncnc(N5CCCC5)c34)C2)c1 | ? |
| CCCN(c1ccccc1F)S(=O)(=O)c1ccc2c(c1)C(C)(C)C(=O)N2C | -13% |
| COc1ccccc1C(=O)N1CCC2(C1)C(=NC1CCCCC1)NC(=O)N2c1cccnc1 (configuration not stated) | 21% |
| O=C(Nc1ccccc1)O[C@@H]1CO[C@H]2[C@@H]1OC[C@@H]2n1nnnc1SC1CCCC1 | -20%[44.1 µM] |

Next part
| Compound | Pf Dd2 inh |
| --- | --- |
| O=C(c1ccc(F)c(F)c1)N1CCN(c2cc(-c3cccs3)[nH]n2)CC1 | i |
| O=C(c1ccc2ccccc2n1)N1CCCC(Cc2noc(C3CC3)n2)C1 (configuration not stated) | 28% |
| COc1cccc(C2Cn3nnc(-c4nc(-c5ccc(C(F)(F)F)cc5)no4)c3CO2)c1 (configuration not stated) | -13% |
| CS(=O)(=O)CCc1nc(-c2ccco2)nn1-c1cccc(F)c1 | 23% |
| Cc1nc(CCN)no1 | i |
| CN(C(=O)c1cc2c(Cl)nc3ccccc3c2s1)c1cccc(C(F)(F)F)c1 | -9% |
| Cc1ccc(NC(=O)CCCn2c(=O)c3cccn3c3ccccc32)cc1Cl | i |
| COc1ccc(-c2noc([C@@H]3CCCN3C(=O)C3CCN(C(=O)c4ccccc4)CC3)n2)cc1 | ? |
| CN1C(=O)c2cccn2CC1C(=O)NCCCN1CCc2ccccc2C1 (configuration not stated) | ? |
| Cc1nn(CCC(=O)NCc2ccc(N(C)C)cc2)c(=O)c2nn(-c3ccccc3)c(C)c12 | i |
| COCCNc1ncc(-c2cccc(O)c2)c2c1OCC2 | i |
| COCCO[C@H]1C(=O)N(C2CCN(C(=O)c3cnn(C)c3)CC2)[C@H]1c1ccncc1 | -15% |

Pulled by compound from the list above, three records:
| Compound | Pf Dd2 inh |
| --- | --- |
| CS(=O)(=O)CCc1nc(-c2ccco2)nn1-c1cccc(F)c1 | 23% |
| CN(C(=O)c1cc2c(Cl)nc3ccccc3c2s1)c1cccc(C(F)(F)F)c1 | -9% |
| COc1ccc(-c2noc([C@@H]3CCCN3C(=O)C3CCN(C(=O)c4ccccc4)CC3)n2)cc1 | ? |

Next structures follow.
| Compound | Pf Dd2 inh |
| --- | --- |
| N#Cc1cccc(S(=O)(=O)N2CCc3n[nH]c(=O)n3CC2)c1 | i |
| CC(C)Oc1ccc(CNC(=O)c2cccc(NC(=O)c3nsc4ccccc34)c2)cc1 | ? |
| Cc1nn2c(c1-c1ccccc1OCc1ccccc1)N(Cc1ccc(C(=O)O)s1)CCC2 | ? |
| COCCCNC(=O)C1CCN(C(=O)c2nnn3c2COC(c2ccc(C)cc2)C3)CC1 (configuration not stated) | i |
| N#Cc1ccc(CNC(=O)[C@@H]2Cc3nc[nH]c3CN2C(=O)CCC(=O)O)cc1 | 9%[44.1 µM] |
